Compound activity from PubChem.
bovine MsrA act – activates bovine MsrA enzyme. purified bovine MsrA, absorbance read-out. activation, % at 10.6 µM. 360,000 tested, 0.3% active; in the data active = activation above about 7.5%;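 also: 0% = vehicle and 100% = reference activator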
Rin1 Abl inh – inhibitors of human Rin1-Abl protein interaction. P00519+Q13671. TR-FRET Rin1/Abl binding, biochemical. inhibition, % at 7.35 µM. 360,000 tested, 0.4% active; in the data active = inhibition above about 5%, passing the limit was not always enough
MsrA inhibitor – bovine MsrA inhibition. 360,000 tested, 0.75% active. inhibition, % at 15.5 µM. AID 651718. purified bovine MsrA, absorbance read-out; in the data active = inhibition above about 4.5%;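 also: 0% = vehicle wells with enzyme and 100% = reference inhibitor wells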
MLLE-PAM2 inh – blocks PAM2 peptide binding to the PABP1 MLLE domain; P11940; GST-MLLE / FITC-PAM2 fluorescence polarization; inhibition, % at 20 µM; 360,000 tested, 0.36% active; AID 588489; in the data active = inhibition above about 35%, passing the limit was not always enough;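 also: plate controls were DMSO wells with GST-MLLE for no effect and wells lacking GST-MLLE protein for full effect; some results filed as inactive read as strong as hits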
MT1-MMP act inh – inhibitors of human MT1-MMP activation | 360,000 tested, 0.061% active | HT1080 RFP-PRO-GFP cells, GFP/RFP ratio fluorescence, overnight; percent of plate control window, DMSO zero | GFP/RFP ratio change, % at 20 µM | AID 651647 | P50281;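 active = GFP/RFP ratio change of at least 30% with cell ATP level not reduced by more than half and red fluorescence within 50% of control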; also: strong numbers were not always called active
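Test system: HT1080 RFP-PRO-GFP cells; Benchmarks: DMSO and RFP-L50D-GFP cell wells; Timing: cells overnight before dosing, compound overnight, 37 °C, 5% CO2; Compound: one 20 µM compound dose with 1% DMSO; Read-out: GFP/RFP fluorescence ratio.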
FAS-TE inh – FAS thioesterase (human) inhibition. recombinant FAS-TE, OMFH fluorogenic substrate, fluorescence endpoint. 360,000 tested, 0.67% active. P49327. AID 602261. inhibition, % at 15 µM;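 active = compounds whose normalised, plate-corrected inhibition of enzyme fluorescence in the single-dose primary screen is 50% or more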;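 also: 0% = DMSO with enzyme and 100% = substrate without enzyme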
eLon inh – E. coli protease La inhibition; AID 602123; P0A9M0; purified E. coli Lon protease, fluorescence polarization; 360,000 tested, 0.42% active; inhibition, % at 7.94 µM; in the data active = inhibition above about 13%, passing the limit was not always enough;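 also: 0% = enzyme with probe and DMSO and 100% = no enzyme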
Target sequence (P0A9M0 whole entry, looked up): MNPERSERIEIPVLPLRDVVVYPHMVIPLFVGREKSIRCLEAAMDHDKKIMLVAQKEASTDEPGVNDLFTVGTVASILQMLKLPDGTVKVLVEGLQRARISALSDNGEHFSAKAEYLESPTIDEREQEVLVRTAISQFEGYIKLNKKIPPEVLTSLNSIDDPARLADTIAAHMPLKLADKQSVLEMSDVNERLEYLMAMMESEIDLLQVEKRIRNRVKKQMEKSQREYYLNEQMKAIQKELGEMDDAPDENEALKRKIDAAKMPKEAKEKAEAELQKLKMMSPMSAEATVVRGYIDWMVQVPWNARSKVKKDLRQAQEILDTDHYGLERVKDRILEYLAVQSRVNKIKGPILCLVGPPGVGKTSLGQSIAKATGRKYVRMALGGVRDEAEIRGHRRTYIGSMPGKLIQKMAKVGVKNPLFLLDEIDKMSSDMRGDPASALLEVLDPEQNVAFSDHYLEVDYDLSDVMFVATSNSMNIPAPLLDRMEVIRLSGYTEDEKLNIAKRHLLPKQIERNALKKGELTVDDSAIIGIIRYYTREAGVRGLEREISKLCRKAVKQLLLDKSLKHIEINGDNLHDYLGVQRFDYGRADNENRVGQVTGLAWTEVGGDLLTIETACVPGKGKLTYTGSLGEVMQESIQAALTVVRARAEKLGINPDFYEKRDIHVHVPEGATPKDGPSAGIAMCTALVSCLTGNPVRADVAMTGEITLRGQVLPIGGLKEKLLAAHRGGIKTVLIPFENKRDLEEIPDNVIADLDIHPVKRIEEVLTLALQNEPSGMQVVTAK
CSN deneddyl inh – inhibitors of human CSN-mediated cullin deneddylation | Q92905 | inhibition, % at 12.5 µM | Purified CSN, SCF-Nedd8-OG deneddylation, fluorescence polarization | 360,000 tested, 0.38% active;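 active = pattern-corrected inhibition above about 35%, with an unprinted fluorescence ratio check between 0.5 and 1.5, limit read from the data, passing the limit was not always enough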;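 also: 0% = enzyme with substrate and 100% = substrate without enzyme; some results filed as inactive read as strong as hits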
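Schedule: reaction 90 min, room temperature / Assay system: HEK293T-derived human Csn5 enzyme / Input: Csn5 at 0.24 nM final / Measure: inhibition of Csn5 cleavage, % / Control set: substrate-only high control, full reaction low control / Technique: fluorescence polarization of the substrate / Buffer or medium: Tris/NaCl/DTT buffer, pH 7.5 / Reagent: SCFSkp2-Nedd8OG substrate at 10 nM final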
Rpn11 inh – inhibitors of human proteasome Rpn11; calls only at 20 µM; human 26S proteasome, Ub4-pepOG fluorescence polarization; 20S core pre-blocked with epoxomicin; 360,000 tested, 0.59% active; O00487;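 active = inhibition at 20 µM, scaled to each plate's controls, above about 33%, limit read from the data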
Active calls of the source: *; i = inactive; . = no result given; + = active, no number.

SMILES	bovine MsrA act	Rin1 Abl inh	MsrA inhibitor	MLLE-PAM2 inh	MT1-MMP act inh	FAS-TE inh	eLon inh	CSN deneddyl inh	Rpn11 inh
O=C(CSc1nc2ccccc2s1)NC1CCS(=O)(=O)C1 (configuration not stated)	-2	2	1.3	31	-1	-10	3	-7	i
Cc1cc(=O)[nH]c(SC(C(=O)O)c2ccccc2)n1 (configuration not stated)	-5	-5	-0.9	4	1	-13	-7	0	i
Cc1ccc(CS(=O)(=O)CCC(=O)N2CCOCC2)cc1	-2	1	-0.3	-9	2	-4	-9	-7	i
COc1ccc(/C=C/C(=O)c2ccccc2)c(OC)c1	0	-1	1.9	-10	-8	6	-4	4	i
Cc1cccc(C)c1NC(=O)CNC(=O)c1cccnc1	-1	0	1.3	0	-5	-7	2	-3	i
CCOC(=O)C1CCc2c(ccc3ccccc23)N1CCC#N (configuration not stated)	-1	0	0.6	-4	1	2	-8	2	i
CCCC(=O)N1CCCC(c2cc(C(=O)Nc3ccc4c(c3)OCO4)no2)C1 (configuration not stated)	-6	1	-0.9	-4	-2	-12	-14	5	i
S=C1NCCc2ccc(Cl)cc2C1c1ccccc1Cl (configuration not stated)	-2	-5	0.5	28	-16	17	9	-3	i
COc1ccccc1NC(=O)Cc1noc(CSc2nnc(N)s2)n1	-9	4	0.3	15	1	-3	8	4	i
O=c1c2cc3c(nc2[nH]c(=S)n1-c1ccccc1)CCCC3	-2	-1	1.6	11	5	-2	-6	6	i
c1cnc(Nc2nc(-c3ccc4ccccc4c3)cs2)nc1	-4	3	2.0	14	8	-5	10	1	i
CN(CCOC(=O)/C=C/c1ccco1)Cc1ccccc1	-4	0	1.6	10	-2	-2	3	20	i
CC1=C(C(=O)Nc2cccc([N+](=O)[O-])c2)C2(CCC(C)CC2)OC1=O (configuration not stated)	-11	3	1.6	4	6	22	-1	-2	i
Cc1ccc2nc(N/C(N)=N/S(=O)(=O)c3ccc([N+](=O)[O-])cc3)nc(C)c2c1	0	-4	1.5	8	1	67*	-3	0	i
COc1ccc(C2=CC(=O)C[C@H](c3ccc(OC)c(OC)c3)C2)cn1	-4	1	0.9	16	7	-8	1	-1	i

Some entries already given, reduced to MsrA inhibitor.
Molecule | MsrA inhibitor
Cc1cc(=O)[nH]c(SC(C(=O)O)c2ccccc2)n1 (configuration not stated) | -0.9
Cc1ccc(CS(=O)(=O)CCC(=O)N2CCOCC2)cc1 | -0.3
COc1ccc(/C=C/C(=O)c2ccccc2)c(OC)c1 | 1.9
Cc1cccc(C)c1NC(=O)CNC(=O)c1cccnc1 | 1.3
CCOC(=O)C1CCc2c(ccc3ccccc23)N1CCC#N (configuration not stated) | 0.6
CCCC(=O)N1CCCC(c2cc(C(=O)Nc3ccc4c(c3)OCO4)no2)C1 (configuration not stated) | -0.9
S=C1NCCc2ccc(Cl)cc2C1c1ccccc1Cl (configuration not stated) | 0.5

Compounds shown so far with two or more sulfur atoms (2):
SMILES	bovine MsrA act	Rin1 Abl inh	MsrA inhibitor	MLLE-PAM2 inh	MT1-MMP act inh	FAS-TE inh	eLon inh	CSN deneddyl inh	Rpn11 inh
O=C(CSc1nc2ccccc2s1)NC1CCS(=O)(=O)C1 (configuration not stated)	-2	2	1.3	31	-1	-10	3	-7	i
COc1ccccc1NC(=O)Cc1noc(CSc2nnc(N)s2)n1	-9	4	0.3	15	1	-3	8	4	i

The list continues.
SMILES	bovine MsrA act	Rin1 Abl inh	MsrA inhibitor	MLLE-PAM2 inh	MT1-MMP act inh	FAS-TE inh	eLon inh	CSN deneddyl inh	Rpn11 inh
COc1ccc(-c2ccc3c(c2)[C@@H]2C[C@H](N(C)C(=O)Nc4ccccc4)[C@H]([C@H](C)O)C(=O)N2CC3)cc1	-2	0	0.1	-2	3	9	-7	-6	i
O=C(CCc1nc2ccccc2c(=O)[nH]1)N1CCN(S(=O)(=O)c2ccc(Cl)c(C(F)(F)F)c2)CC1	-2	-1	0.1	-1	4	7	-5	3	i
O=C(NNc1cccc(Cl)c1)c1cccnc1Cl	0	-2	-1.4	-3	3	1	-3	-1	i
O=c1o[nH]c(-c2ccccc2)c1C=Nc1ccc(Cl)cc1	-3	-6	0.1	0	0	10	-2	2	i
O=C(NC(=S)Nn1cnc2c(cnn2-c2ccccc2)c1=O)c1ccccc1	-3	2	1.0	23	3	-9	-17	0	i
COc1ccc(CSc2ccc(S(=O)(=O)N3CCCCC3)cn2)cc1F	-2	-3	-0.9	7	-5	-6	-1	-2	i
CCCC(=O)N(Cc1cc(=O)[nH]c2ccccc12)c1cccc(C)c1	-4	-4	0.3	-17	-1	0	-4	4	i
O=S(=O)(NCc1ccco1)c1ccc(Cl)s1	-2	2	-0.4	10	1	-2	4	-1	i
COCCCNC(=S)N/N=C/c1ccc(OC)c(Br)c1	-1	-3	1.5	1	-2	6	-3	-2	i
COC(=O)C1C(=O)C=C(N2CCOCC2)CC1(C)C (configuration not stated)	-6	0	0.4	3	-4	-5	-3	-2	i
O=C(NCCc1ccccc1)C1CCCN1C(=O)NCc1ccccc1 (configuration not stated)	0	-1	1.4	-2	-1	-6	6	-1	i
CCN(CC)S(=O)(=O)c1ccc2c(c1)nc(CCC(=O)Nc1ccccc1Cc1ccccc1)n2CC	-1	1	-0.5	-15	-4	21	-6	3	i
O=C(NCc1ccccc1)C1=C[C@H](c2ccc3c(c2)OCO3)C[C@H](OCCCCO)O1	2	0	0.5	-6	-2	3	-18	-1	i
COc1ccc(CCNC(=O)CSc2nn3c(=O)c(C)nnc3s2)cc1OC	-8	1	0.5	-5	4	-9	-3	2	i
COc1ccc(CCN2CC(C(=O)Nc3cc(S(C)(=O)=O)ccc3Cl)CC2=O)cc1OC (configuration not stated)	-4	7	-0.5	-7	3	-4	-9	-3	i
COCCNC(=O)Nc1ccc2nc(-c3cccs3)c(-c3cccs3)nc2c1	-1	1	0.7	-37	-10	15	-40	9	i
CCO/N=C(/C)c1c(O)cc(C(C)(C)C)n(-c2ccccc2)c1=O	-5	0	-0.3	-2	0	-11	-3	-1	i
COc1ccccc1C(CNC(=S)NCc1ccccc1)N1CCCC1 (configuration not stated)	-2	-1	0.9	-52	2	-4	8	2	i
COc1cccc(N2CC(C)Cn3c2nc2c3c(=O)[nH]c(=O)n2C)c1 (configuration not stated)	-2	-2	1.5	-8	10	-2	1	-2	i
c1ccc(-n2ncc3c(N4CCC5(CC4)OCCO5)ncnc32)cc1	-8	-2	-0.4	7	0	-5	-4	1	i
CS(=O)(=O)N1CC(C(=O)NC2CC2)Oc2ccc(Cl)cc21 (configuration not stated)	1	2	1.6	-1	-5	-3	2	2	i
Cc1ccccc1C(=O)N1CCCC(CCC(=O)N2CCN(c3ccccn3)CC2)C1 (configuration not stated)	-6	9	-0.4	5	3	-7	-5	-2	i
COc1ccc(-c2cc(-c3ccccc3)nc(N3CCCC3)n2)cc1OC	8.0*	2	0.1	0	-8	29	-6	6	i
O=C(Cc1ccc([N+](=O)[O-])cc1)N1N=C(c2ccncc2)CC1(O)C(F)(F)F (configuration not stated)	-3	2	1.2	-10	0	6	-7	5	i
COc1ccc(OCC(=O)NCCCN2CCOCC2)cc1	-12	-2	-0.9	-15	-5	-10	8	-4	i
CS(=O)(=O)N(Cc1ccc(Cl)cc1)c1ccc(C(=O)N2CCN(c3ccccc3)CC2)cc1	-1	1	0.9	-133	0	19	2	-5	i
O=C1NC(=Nc2cccnc2)S/C1=C/c1ccc(F)cc1	4	-1	-0.1	-42	-16	-4	-79	4	i
Cc1ccc2ccccc2c1C(O)c1ncc(-c2ccccc2F)[nH]1 (configuration not stated)	-5	-1	0.2	-7	1	4	-2	3	i
COc1cc(/C=N/Nc2ccccn2)cc(OC)c1O	-4	-1	6.0*	1	0	-4	2	4	i
O=C(NC1CCCC1)C(c1ccc(Cl)cc1)N(Cc1ccc(F)cc1)C(=O)CCl (configuration not stated)	-3	0	.	-6	0	32	-15	1	i
COc1ccc(CNC(=O)c2cc(=O)c3cc(C)cc(C)c3o2)cc1	-7	-1	-0.6	-10	-4	14	4	2	i
CCOc1ccc(S(=O)(=O)N(C)C2CCCCC2)cc1	-1	0	0.1	-3	-4	17	0	-4	i
CCCN(CC1CC1)c1nc(N)c(C#N)c(CC#N)c1C#N	-1	-1	1.8	-5	1	6	2	0	i
COc1cc(/C=C(\C#N)C(=O)Nc2cc(C(F)(F)F)ccc2Cl)ccc1OCC(=O)Nc1cccc(C(F)(F)F)c1	-8	-2	-0.8	-67	-2	-10	-8	-1	+
COc1ccccc1-c1cnc(C(O)c2ccc(F)cc2C)[nH]1 (configuration not stated)	-1	-3	0.1	-8	-3	-5	12	-2	i
Cc1onc(-c2ccccc2)c1C(=O)Nc1cccc(C#N)c1	-7	2	-0.8	13	1	4	8	-5	i
O=[S@]1Oc2ccccc2-c2ccccc21	-5	1	1.5	7	3	-2	9	-1	i
COc1ccc(-c2c(C(F)(F)F)nn(C)c2NC(=O)CSCC(=O)O)cc1	-4	1	-0.4	10	-1	-6	0	-6	i
O=C(Nc1cccc(C(F)(F)F)c1)C1C2CC3OC(=O)C1C3C2 (configuration not stated)	-1	-5	-0.2	8	0	0	-9	0	i
Cc1cccc(-c2oc3ccc(-c4ccc5c(c4)OCO5)cc3c2C#Cc2cncn2C)c1	-1	-2	-0.7	-16	-16	23	2	-2	i
COc1ccc(-c2nnc(SCC(=O)NC3CCCCC3)n2N)cc1	-10	-1	0.9	5	-1	0	2	2	i
CCNS(=O)(=O)c1ccc(NC(=O)c2ccccc2SCCOC)cc1	-2	-2	1.5	-9	2	-1	11	5	i
NS(=O)(=O)c1cccc(NC(=O)c2cccnc2Oc2ccccc2)c1	-4	-5	-1.1	9	1	-9	-3	3	i
Cc1cc(NC(=O)CN2C(=O)c3ccccc3C2=O)no1	-2	-1	0.4	0	0	-6	0	1	i
Cc1cc(C)c2nc(-c3cccc(Cl)c3)c(C)c(C(=O)N3CCOCC3)c2c1	-12	2	-0.1	-2	.	19	-1	4	i
CC(C)CCN1CCN(Cc2ccc(Oc3ncccn3)cc2)CC1CCO (configuration not stated)	-3	-2	-1.0	-5	2	-8	0	4	i
CC(=O)Nc1nn(C)c2nc(C)cc(C)c12	-2	-2	-0.7	6	5	-7	-1	-4	i
